# Assay outcomes: PubChem, several laboratories
# OXTR potentiator: potentiates the human oxytocin receptor response; activation, % at 3 µM; AID 2445; CHO-OTR cells, Fluo-8 calcium fluorescence, potentiator mode; 0% = oxytocin EC15, 100% = EC100; P30559; 320,000 tested, 0.061% active;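 active = activation above that plate's cutoff, the mean activation of tested compounds plus 3 SD, cut at about 6.6% in these data, passing the limit was not always enough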;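 also: 100% uses oxytocin at 75 nM as the full agonist control; some results filed as inactive read as strong as hits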
# Target sequence (P30559 whole entry, looked up): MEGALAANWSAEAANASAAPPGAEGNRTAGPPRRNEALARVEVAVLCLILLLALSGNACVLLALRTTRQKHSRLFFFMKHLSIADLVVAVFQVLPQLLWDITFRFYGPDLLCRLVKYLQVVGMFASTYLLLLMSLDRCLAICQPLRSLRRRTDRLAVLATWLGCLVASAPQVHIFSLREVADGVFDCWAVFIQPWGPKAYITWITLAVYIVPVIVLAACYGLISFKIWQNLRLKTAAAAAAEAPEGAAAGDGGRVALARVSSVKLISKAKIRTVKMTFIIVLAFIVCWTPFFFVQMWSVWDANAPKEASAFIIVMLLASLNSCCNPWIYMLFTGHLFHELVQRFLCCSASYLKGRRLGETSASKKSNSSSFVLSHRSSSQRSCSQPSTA
#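 assay system = CHO-OTR cells, human receptor | schedule = compound 6 min at room temperature before oxytocin, 100 s read | detection = Fluo-8 intracellular calcium fluorescence, ex 470-495, em 515-575 nm | evaluation = normalized max/min fluorescence ratio, % activation | control set = EC15 oxytocin alone as 0%, 75 nM oxytocin (EC100) as 100%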
# NALP1 inh: blocks the NALP1 inflammasome reconstituted in yeast. S. cerevisiae NALP1/ASC/caspase-1 growth, X-gal OD620, 72 h. inhibition, % at 10 µM. 280,000 tested, 0.61% active. AID 2071; in the data active = inhibition mostly above about 24%, no sharp cut-off; inactive = mostly below about 32%; also: some compounds called inactive have numbers as strong as hits
# MEKK2wt PB1 HTS: raises or lowers MEK5 binding to wildtype human MEKK2 PB1 domain; Q9Y2U5; bead flow cytometry, Alexa488-MEK5 binding to MEKK2 WT; actives lie on both sides; binding response (% of control), % at 10 µM; 290,000 tested, 1.1% active; AID 1531; in the data active = binding response below about 67% or above about 130%
# MEKK2mut PB1 HTS: signal of MEK5 binding to mutant human MEKK2 PB1 domain | bead flow cytometry, Alexa488-MEK5 binding to MEKK2 mutant | percent response, % at 10 µM | 290,000 tested, 0.35% active | AID 1530; in the data active = percent response above about 24%, passing the limit was not always enough; also: inactives centre near 1; some results filed as inactive read as strong as hits
# OXTR agonist: activates the human oxytocin receptor; P30559; CHO-OTR cells, Fluo-8 calcium fluorescence; normalized: DMSO 0%, oxytocin 100%; activation, % at 3 µM; 320,000 tested, 0.32% active;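 active = activation above the mean of all tested compounds plus 3 SD, cutoff set per screening run, cut at about 20% in these data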;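 also: peak over basal fluorescence ratio from a 100 s FLIPR kinetic read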
# M18AAP inhibitor: blocks P. falciparum M18 aspartyl aminopeptidase; recombinant PfM18AAP, H-Glu-NHMec fluorogenic cleavage; inhibition, % at 7.35 µM; 290,000 tested, 1.2% active;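 active = inhibition above the campaign mean inhibition over all tested compounds plus 3 SD, cut at about 28% in these data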;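 also: 0% = plate median of test compound wells and 100% = 2 mM ZnCl2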
# GPR7 antag: human neuropeptides B/W receptor 1 antagonism; 290,000 tested, 1.1% active; GPR7-expressing cells, fluorescence antagonist assay; P48145; inhibition, % at 4.4 µM; in the data active = inhibition above about 16%, passing the limit was not always enough;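 also: cells stimulated with the agonist NPW; 0% = agonist with vehicle and 100% = vehicle without agonist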
# Target sequence (P48145 whole entry, looked up): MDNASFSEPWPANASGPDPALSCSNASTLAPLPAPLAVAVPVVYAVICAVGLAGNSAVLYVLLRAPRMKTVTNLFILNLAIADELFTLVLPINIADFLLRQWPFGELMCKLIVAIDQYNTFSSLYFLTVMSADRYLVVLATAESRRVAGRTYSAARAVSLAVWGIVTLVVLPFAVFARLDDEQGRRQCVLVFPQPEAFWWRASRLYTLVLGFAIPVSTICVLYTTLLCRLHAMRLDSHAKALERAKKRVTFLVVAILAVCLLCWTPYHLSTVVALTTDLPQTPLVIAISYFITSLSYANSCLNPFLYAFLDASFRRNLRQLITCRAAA
# GalR3 antagonist: antagonists of human GalR3. HEK293 GalR3-CNG cAMP membrane potential fluorescence; galR3 body fused to GalR1 C-terminus. inhibition, % at 3 µM. 360,000 tested, 0.44% active;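 active = inhibition above the screen-wide average plus 3 SD, cut at about 13% in these data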;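 also: forskolin and galanin both at EC90 stimulate the cells; cAMP rise reported by CNG channel membrane potential dye signal; 0% = forskolin plus galanin with DMSO and 100% = forskolin alone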
# Target sequence (O60755 1-299 limits assumed): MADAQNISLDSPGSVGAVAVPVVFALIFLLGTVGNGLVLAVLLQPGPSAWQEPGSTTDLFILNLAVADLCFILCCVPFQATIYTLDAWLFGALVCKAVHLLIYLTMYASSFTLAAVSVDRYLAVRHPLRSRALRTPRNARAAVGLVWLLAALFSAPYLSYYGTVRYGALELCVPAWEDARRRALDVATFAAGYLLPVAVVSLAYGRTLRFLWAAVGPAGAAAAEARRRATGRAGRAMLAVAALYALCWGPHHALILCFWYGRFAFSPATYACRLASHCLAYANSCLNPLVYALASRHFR
# V1aR counter: activates human V1a receptor in oxytocin agonist counter-screen | activation, % at 3 µM | CHO-V1R cells, Fluo-8 calcium fluorescence, agonist mode; 0% DMSO, 100% 3 nM vasopressin | 320,000 tested, 0.25% active;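 active = activation above the mean activation of all tested compounds plus 3 SD, per screening run, cut at about 20% in these data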;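 also: signal is peak over basal fluorescence ratio across a 100 second FLIPR read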
# Starred values were filed as active, the others as inactive; · = not tested or not shown.
SMILES,OXTR potentiator,NALP1 inh,MEKK2wt PB1 HTS,MEKK2mut PB1 HTS,OXTR agonist,M18AAP inhibitor,GPR7 antag,GalR3 antagonist,V1aR counter
Cc1cc(C)c[n+](-c2nc([O-])sc2C=O)c1,-8,4,107,8,-0.1,4,-1,-3,0.3
CCC1(C)Cc2c(sc3nnn(CC(=O)Nc4ccc(C)cc4)c(=O)c23)CO1 (stereo unspecified),-4,-1,104,7,-1.3,1,5,1,1.5
COc1ccc2oc(C(=O)CCC(=O)O)c(N)c2c1,-4,-11,·,·,0.2,-2,-14,·,0.3
NNC(=O)CCN1CCN(Cc2ccccc2)CC1,-13,-19,103,3,-2.3,-6,-14,-3,-0.5
O=C(Cn1nnc(-c2ccc([N+](=O)[O-])cc2)n1)NNC(=O)c1ccccc1,-4,-4,100,-9,0.8,-9,-5,·,-0.4
O=c1c2ccccc2nc2oc3ccccc3n12,-9,5,107,3,-0.2,10,-5,-8,-0.5
CC(C)=CC(=O)Nc1nnc(C)s1,5,1,86,-1,0.1,-6,-10,0,0.1
Cc1cccc(N(C(=O)Cn2nnc3ccccc32)C(C(=O)NCc2ccco2)c2ccncc2)c1C (stereo unspecified),-10,14,97,-1,-1.0,1,-15,1,-0.4
CC(=O)NC1=NN(C(C)=O)C2(S1)C(=O)N(C(C)C)c1ccc(C)cc12 (stereo unspecified),-6,0,98,-3,1.3,-11,-3,-4,-0.3
COc1ccc(CC(NC(C)=O)C(=O)NC2CCN(c3c4c(nc5ncnn35)CCC4)CC2)cc1 (stereo unspecified),1,12,92,1,1.5,4,-8,-2,1.5
COc1ccc(C(=O)N[C@H](C(=O)OCc2nc3ccsc3c(=O)[nH]2)C(C)C)cc1,-10,·,·,·,-1.2,·,·,-3,-0.1
COC(=O)c1ccc(C(=S)N2CCCCC2)cc1,-21,-35,102,2,-1.4,-4,4,-6,-0.5
N#Cc1ccc(-c2ccc(F)cc2)nc1Oc1ccccc1,5,8,102,2,0.1,0,-6,-4,0.2
COc1ccc(-c2oc3ccccc3c(=O)c2OCC(=O)O)cc1,-3,-23,98,9,0.2,-3,-2,-4,0.5
OCC[C@@H]1C[C@@H](O)[C@H](O)[C@@]2(OCc3ccccc32)O1,-5,30,100,-7,0.7,-1,-11,-4,0.9
CCN(CC)S(=O)(=O)c1cccc(NC(=O)CN2C(=O)c3ccc([N+](=O)[O-])cc3C2=O)c1,-7,25,100,7,2.3,-3,-3,9,3.0
Cc1ccc(OCC(=O)Nc2ccc(N3CCN(C(=O)c4ccc(C)cc4)CC3)cc2)cc1,-21,1,99,1,1.8,0,-10,-2,4.7
CC(C)(C)SCCNC(=O)CN(c1ccccc1)S(=O)(=O)c1ccccc1,3,-4,94,-2,-2.0,-13,-5,-6,-0.3
CCOc1ccc(-c2c(C(=O)N/N=C(\C)c3cccs3)nnn2-c2nonc2N)cc1,-6,10,98,2,3.9,-10,-1,3,11
COc1ccc(N2CCN(S(=O)(=O)CCNC(=O)Cc3ccc([N+](=O)[O-])cc3)CC2)cc1,4,-2,108,7,4.5,2,-3,-9,4.1
CC(CCc1ccccc1)NC(=O)CCNS(=O)(=O)c1ccccc1 (stereo unspecified),3,·,·,·,-0.5,·,·,2,-0.5
Cc1noc(C)c1NC(=O)N(C)C[C@H]1Oc2c(NC(=O)C3CC3)cccc2C(=O)N([C@H](C)CO)C[C@@H]1C,3,·,·,·,2.6,·,·,-1,1.9
CCOC(=O)c1c(C)[nH]c(C(=O)COC(=O)c2ccc([N+](=O)[O-])o2)c1C,-3,·,·,·,4.6,·,·,-4,4.1
Cc1nn(-c2ccc3nnc(Br)n3n2)c(C)c1Br,·,6,106,20,·,2,-8,·,·
COc1ccc(NC(=O)N2CCCC(C(=O)Nc3ccccc3OC)C2)cc1 (stereo unspecified),-6,-148,104,3,-1.1,0,-5,-6,-0.1
Cc1ccc(/C=C2/NC(=O)N(Cc3ccccc3F)C2=O)o1,-4,24,93,13,0.5,10,-4,-3,0.9
CC(C)CCNc1nc2c(c(=O)[nH]c(=O)n2C)n1CC(O)COC(C)C (stereo unspecified),-5,5,94,-2,-1.8,-3,-1,0,-1.6
CCC(C(=O)c1ccc(O)cc1)c1ccccc1 (stereo unspecified),-14,0,101,6,0.9,7,-10,-6,4.3
O=C(Cn1nc(-c2ccco2)ccc1=O)Nc1ccc(Cl)c(Cl)c1,-10,19,97,-9,0.9,-15,12,-7,6.6
c1ccc(Nc2nc3ccccc3[nH]2)nc1,-2,16,108,4,0.0,-1,-15,-2,-0.4
COc1ccc(Nc2ccc(N3C(=O)CCCC3=O)cc2[N+](=O)[O-])c(OC)c1,-8,12,99,-2,-0.4,-8,-5,-1,0.4
COc1ccc(-c2cc(CNC(=O)CN3CCN(C)CC3)on2)cc1,-6,34,98,-1,0.9,10,25,13*,0.2
COc1ccc(CNC(=O)C(=O)N2CCC3(CC2)OCCN3S(=O)(=O)c2ccc(C)cc2)cc1,-2,·,·,·,-2.1,·,·,-2,-1.8
COc1ccc(Br)c(C(=O)OCC(=O)N2CCc3ccccc32)c1,-8,·,·,·,0.9,·,·,-2,1.9
O=C(Nc1ccc(-n2cnnn2)cc1)c1cccc(S(=O)(=O)N2CCCC2)c1,-4,·,·,·,5.7,·,·,1,5.0
C=CCOc1nc2c(c(=O)n(C)c(=O)n2C)n1Cc1ccc(Cl)cc1,-9,30,122,19,-0.3,-11,-7,-1,-0.2
CCN(CC)S(=O)(=O)c1ccc(C(=O)N2CCN(C(=O)c3ccco3)CC2)cc1,-1,·,·,·,0.1,·,·,-3,0.7
CC(=O)NS(=O)(=O)c1ccc(NC(=O)c2ccccc2F)cc1,-1,·,106,5,-0.4,-5,7,-7,0.6
CC(=O)Nc1cc(Cl)c(N=Cc2ccc(O)cc2O)cc1Cl,-8,1,92,-2,0.0,15,-5,-1,-0.2
CCOC(=O)c1ccc(N2C(=O)CC(NC3CCN(C(=O)c4cccc(Cl)c4)CC3)C2=O)cc1 (stereo unspecified),-5,·,105,5,-0.4,4,-15,·,0.5
O=C(COc1ccccc1[N+](=O)[O-])N(Cc1cccc(Br)c1)C1CCS(=O)(=O)C1 (stereo unspecified),-12,-8,98,-2,1.5,3,-3,1,5.5
O=C1C2CCCN2C(c2ccccc2)N1c1cccc(Cl)c1 (stereo unspecified),-2,10,91,-4,-1.4,-5,-8,-2,0.0
Cc1ccc(-c2nc(C=Nc3ccc(O)cc3)c(O)o2)cc1,·,-7,94,-11,·,10,0,-5,·
CNCC(O)COc1cccc(OC)c1 (stereo unspecified),-13,6,94,-3,1.4,-6,-2,-6,0.1
C=CCOC(=O)/C(=C\c1ccc(OC)cc1)NC(=O)c1ccco1,-4,4,·,·,-0.2,1,-10,-1,0.8
COc1nccc(-c2ccc(F)cc2)c1C#N,-2,-20,97,-3,-2.2,-3,-10,-5,-1.2
O=C(O)c1cc(S(=O)(=O)Nc2ccc3cn[nH]c3c2)ccc1Br,-6,·,·,·,0.0,·,·,-1,0.8
CC(=O)c1ccc(N2CCN(C(=S)NCc3ccco3)CC2)cc1,-12,5,53,-16,1.3,2,23,8,2.4
O=C(NCCN1CCOCC1)c1ccccc1N1C(=O)[C@@H]2Cc3c([nH]c4ccccc34)C(c3ccccc3)N2C1=O (stereo partly specified),-5,1,102,6,-0.3,-3,6,-1,-0.5
N#CC(C#N)=C1C(=O)N(CCN2CCOCC2)c2ccccc21,-13,·,90,-28,0.2,0,5,4,-0.2
Cn1c(Cc2ccccc2)nnc1SCC(=O)N1CCOCC1,4,33,94,0,1.0,1,-5,2,-0.1
CC(C)CC(NC(=O)C1CCCN1C(=O)OC(C)(C)C)C(=O)NCC(N)=O (stereo unspecified),·,-4,101,4,·,-2,-7,3,·
CCOC(=O)Nc1nc(C)c(C(=O)c2ccc(Cl)cc2)s1,-2,12,105,5,-1.5,0,2,-3,-0.2
Cc1ccc(S(=O)(=O)N2CCCCC2)cc1NC(=O)c1cccs1,-5,·,·,·,1.2,·,·,-4,0.6
CN(C)S(=O)(=O)c1ccc(NC=C(C#N)C#N)cc1,-14,·,102,-2,0.0,0,-4,-5,-0.2
O=C(N/N=C/c1ccc2ncccc2c1)c1cccc([N+](=O)[O-])c1,-2,18,106,3,-0.6,3,-9,-8,0.7
Fc1cccc(NC(=S)NCc2ccc(Cl)cc2)c1,-19,24,101,-2,8.2,2,-10,1,9.6
COC(=O)C1=C(C)N(CC2CC2)C(=O)N[C@H]1c1ccc(Br)cc1,-11,26,96,-4,-2.2,-1,14,-6,-1.6
C[C@@H](CSc1ccc(Br)cc1)CN1CC[C@H](C(C)(C)C)CCC1=O,-4,·,·,·,2.7,·,·,-8,0.8
CN1CCN(C(=O)Nc2ccc3c(c2)N(C)C(=O)c2ccccc2S3)CC1,-19,10,105,4,1.0,-4,10,-5,-0.3
CCOC(=O)c1nn(-c2ccccc2)c(C(=O)OCC)c1N,1,17,104,1,-1.9,2,-8,-2,0.6

# Single records, from the list above.
# `O=C(N/N=C/c1ccc2ncccc2c1)c1cccc([N+](=O)[O-])c1` in the list: OXTR potentiator: -2; NALP1 inh: 18; MEKK2wt PB1 HTS: 106; MEKK2mut PB1 HTS: 3; OXTR agonist: -0.6; M18AAP inhibitor: 3; GPR7 antag: -9; GalR3 antagonist: -8; V1aR counter: 0.7
# `Cc1ccc(-c2nc(C=Nc3ccc(O)cc3)c(O)o2)cc1` in the list: OXTR potentiator: ·; NALP1 inh: -7; MEKK2wt PB1 HTS: 94; MEKK2mut PB1 HTS: -11; OXTR agonist: ·; M18AAP inhibitor: 10; GPR7 antag: 0; GalR3 antagonist: -5; V1aR counter: ·

# Of the compounds above, these have a furan ring, fused or not.
SMILES,OXTR potentiator,NALP1 inh,MEKK2wt PB1 HTS,MEKK2mut PB1 HTS,OXTR agonist,M18AAP inhibitor,GPR7 antag,GalR3 antagonist,V1aR counter
COc1ccc2oc(C(=O)CCC(=O)O)c(N)c2c1,-4,-11,·,·,0.2,-2,-14,·,0.3
Cc1cccc(N(C(=O)Cn2nnc3ccccc32)C(C(=O)NCc2ccco2)c2ccncc2)c1C (stereo unspecified),-10,14,97,-1,-1.0,1,-15,1,-0.4
CCOC(=O)c1c(C)[nH]c(C(=O)COC(=O)c2ccc([N+](=O)[O-])o2)c1C,-3,·,·,·,4.6,·,·,-4,4.1
Cc1ccc(/C=C2/NC(=O)N(Cc3ccccc3F)C2=O)o1,-4,24,93,13,0.5,10,-4,-3,0.9
O=C(Cn1nc(-c2ccco2)ccc1=O)Nc1ccc(Cl)c(Cl)c1,-10,19,97,-9,0.9,-15,12,-7,6.6
CCN(CC)S(=O)(=O)c1ccc(C(=O)N2CCN(C(=O)c3ccco3)CC2)cc1,-1,·,·,·,0.1,·,·,-3,0.7
C=CCOC(=O)/C(=C\c1ccc(OC)cc1)NC(=O)c1ccco1,-4,4,·,·,-0.2,1,-10,-1,0.8
CC(=O)c1ccc(N2CCN(C(=S)NCc3ccco3)CC2)cc1,-12,5,53,-16,1.3,2,23,8,2.4
